Screens from PubChem.
NOD2 inhibition: inhibition of NOD2-driven NF-kB reporter – cell-based, luminescence, uHTS, HEK293 (AID 1566); HEK293 NOD2/NF-kB luciferase reporter, luminescence; higher % means a stronger effect; inhibition, % at 4 µM; hits with a dose series show EC50 in µM; hit rate 0.63% among 290,000; also: many of its hits are not listed in these tables
Myeloid diff 2: promotes myeloid progenitor differentiation. hit rate 1% among 360,000. AID 624256. calls only at 10 µM. ER-HoxA9 myeloid progenitors, lysozyme-GFP differentiation, flow cytometry;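 active = normalized GFP-positive differentiation at or above the plate's own cutoff, the solvent-only control mean plus 3 SD; inconclusive = no clear call, values can overlap the other calls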;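 also: cells exposed to compound for four days before flow analysis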
Hep lipid drop: modulators of hepatic lipid droplet formation. AML12 mouse hepatocytes, oleate lipid droplets, BODIPY imaging. inhibition, % at 6.5 µM. hit rate 0.4% among 240,000;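 active = lipid droplet intensity inhibited by at least 50%, with more than 500 cells counted; inconclusive = wells with under 300 cells, treated as cytotoxic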
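Material: mouse AML12 hepatocyte cell line, fixed after treatment; Timing: compound with oleate, overnight; Technique: high-content imaging of BODIPY-stained droplets and DAPI nuclei; Probe or stimulus: oleate, 100 µM final; Dosing: compound at 6.5 µM only.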
HIV peptide binding: inhibitors of HIV fusion peptide binding, primary screen, biochemical, uHTS, fluorescence dequenching (AID 1986). cell-free peptide binding, fluorescence dequenching, 30 min; higher % means a stronger effect. hit rate 0.3% among 290,000. one-dose inhibition, % at 20 µM; IC50 in µM for titrated hits; in the data active = inhibition mostly above about 52%, no sharp cut-off; inactive = mostly below about 76%; also: some results filed as inactive read as strong as hits
Dengue-2 NS5 capping: flavivirus cap methylation enzyme inhibition – biochemical, confirmation dose response, primary screen (AID 588689); one-dose inhibition, % at 25 µM; IC50 in µM for titrated hits; Dengue-2 NS5 methyltransferase capping enzyme assay, biochemical; higher % means a stronger effect; hit rate 0.3% among 340,000; in the data active = a potency from the dose series; inconclusive = inhibition above about 29% without an active follow-up result
LYP inhibition: inhibitors of LYP phosphatase, biochemical, fluorescence intensity, uHTS (AID 1779) | recombinant LYP phosphatase, fluorescence intensity; higher % means a stronger effect | one-dose inhibition, % at 11.5 µM; IC50 in µM for titrated hits | hit rate 0.054% among 290,000;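 also: plate controls were vehicle with enzyme for no effect and no enzyme for full effect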
AID2073: inhibitors of Mint1-CaV2.2 protein interaction, biochemical, HTRF (AID 2073) | one-dose inhibition, % at 20 µM; IC50 in µM for titrated hits | HTRF protein-protein interaction, Mint1-CaV2.2; higher % means a stronger effect | hit rate 0.19% among 290,000; in the data active = inhibition mostly above about 51%, no sharp cut-off; inconclusive = no clear call, values can overlap the other calls; inactive = mostly below about 53%; also: some results filed as inactive read as strong as hits
XIAP displacement: XIAP antagonists, biochemical, IAP family, fluorescence polarization (AID 1018); displacement, % at 20 µM, or IC50 in µM where a hit was titrated; hit rate 0.007% among 200,000; XIAP BIR domain, fluorescence polarization peptide displacement; higher % means a stronger effect; in the data active = displacement above about 50%; also: a part of the inactive calls stands beside numbers as strong as those of hits
Siah-1 displacement: blockers of Siah-1 interaction with plectin peptide – biochemical, fluorescence polarization, rhodamine-plectin, uHTS, primary screen (AID 1817). Siah-1 / rhodamine-plectin peptide fluorescence polarization; higher % means a stronger effect. displacement, % at 20 µM; hits with a dose series show IC50 in µM. hit rate 0.02% among 290,000;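 active = displacement of at least 50% at 20 µM, with a fluorescence ratio check between 0.3 and a set limit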;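 also: plate controls were Siah plus tracer with DMSO for no effect and tracer alone without Siah for full effect; strong numbers were not always called active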
Hep lipid drop cells 6.5 µM: further read-out of Hep lipid drop, marked with its call; cell count; measured here: cell count, cytotoxicity flag;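 cells counted across two imaged fields per well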
Dengue-2 NS5 capping pilot replicate: also measured in Dengue-2 NS5 capping; calls as there; inhibition, %; measured here: pilot screen replicate inhibition
Myeloid diff 2 GFP+ MAC1+ %: second read-out of Myeloid diff 2, no call of its own (marks repeat the call); GFP+ MAC1+ double positive, %; measured here: differentiation confirmed by MAC1 staining
Numbers without * were called inactive; i = inactive; ? = inconclusive; · = no result given; + = active, no number. Rule as the data show it, unless noted: active = inhibition above about 50%; inactive = the rest.

SMILES	NOD2 inhibition	Myeloid diff 2	Myeloid diff 2 GFP+ MAC1+ %	Hep lipid drop	Hep lipid drop cells 6.5 µM	HIV peptide binding	Dengue-2 NS5 capping	LYP inhibition	AID2073	XIAP displacement	Siah-1 displacement	others
OC1CCN(C(=S)Nc2ccc(Oc3ccccc3)cc2)CC1	-15%	i	0.4	-7	637	0.0%	4%	-3%	-9%	-1.9%	15%
CC(C)C[C@@H](CSc1ccccc1)N1CCN(CC(C)C)CCC1=O	-72%	i	0.9	-7	781	-0.2%	-6%	-10%	6%	·	-1%
Cc1c(NC(=O)C2CCCN2S(=O)(=O)c2cccc3nsnc23)cccc1C(=O)O (configuration not stated)	10%	+	7.3*	·	·	8.8%	-4%	-7%	12%	-1.7%	3%
Cc1ccc(NC(=S)NNC(=O)CSc2nnc(-c3ccc(Cl)cc3)n2C2CCCCC2)cc1	-17%	i	0.5	-10	696	3.0%	-1%	5%	-7%	-1.7%	-3%
Cn1c(SCC(=O)N2CCc3ccccc3C2)nnc1-c1cccs1	7%	i	0.9	-14	638	1.4%	11%	-1%	-4%	-1.1%	5%
O=c1c2ccccc2nc(-c2ccc(Cl)cc2Cl)n1O	11%	i	0.3	-1	711	1.0%	-1%	-2%	-6%	-5.1%	6%
O=C(NCc1cccnc1)c1c(F)c(F)c(F)c(F)c1F	8%	i	0.4	8	792	0.0%	3%	-6%	-2%	-7.1%	-4%
COc1ccccc1N1CCN(CCCCCCOc2ccc(F)cc2)CC1	1%	i	1.1	-24	675	0.6%	0%	-5%	17%	3.2%	13%
COC(=O)Cn1c(=O)c2c(nc3n2CCCN3CCc2ccccc2)n(C)c1=O	-6%	i	1.3	-2	833	-1.1%	-6%	-5%	-4%	·	-4%
Cc1cc(C)n(-c2nc3ccccc3nc2N2CCCCCC2)n1	-15%	i	0.7	1	714	-1.9%	-4%	-4%	3%	-4.2%	-4%
Cn1c(SCC(=O)N2CCCc3ccccc32)nnc1-c1ccco1	-5%	i	0.9	·	·	-2.4%	-3%	4%	-3%	0.8%	-1%
CCc1c(C)c2c(C)nn(-c3ccccc3)c2[nH]c1=O	0%	i	0.4	-9	590	1.3%	-4%	4%	-1%	1.2%	0%
Cc1cc(NC(=O)COn2nnc3ccc(Cl)cc32)no1	-3%	i	0.1	6	750	-2.1%	-1%	-3%	1%	-5.1%	3%
COc1ccc(-n2nc(C(=O)O)nc2-c2ccccc2)cc1	6%	i	0.9	10	754	-1.5%	1%	-2%	6%	-4.4%	4%
Cn1cc(S(=O)(=O)CC(=O)Nc2ccc(Br)cc2)c2ccccc21	-2%	i	3.0	·	·	-1.3%	0%	2%	-8%	-17%	-3%
O=C1CCCC(O)=C1C(C#Cc1ccccc1)C1=C(O)CCCC1=O	0%	i	0.9	5	712	0.2%	22%	0%	-63%	-4.3%	0%	Dengue-2 NS5 capping pilot replicate=12
CCCCNC(=O)CCC(=O)NNc1nc2ccccc2c2nc(-c3ccccc3)nn12	-7%	i	0.2	1	606	-0.7%	-7%	-1%	-2%	-1.9%	1%
CCC(=O)Nc1ccc2c(c1)ncn2-c1ccc(C)cc1	-49%	i	0.6	5	751	1.5%	-5%	-4%	5%	-3.4%	16%
CC1CC(C)CN(C(=O)CNC(=O)Cn2ccc3ccccc3c2=O)C1 (configuration not stated)	5%	i	0.5	0	749	-2.2%	-2%	-10%	?	-4.4%	-5%
Cn1c(=O)n(C)c2cc(NS(=O)(=O)c3cccs3)ccc21	8%	i	0.1	22	682	1.0%	-4%	-9%	-2%	-5.0%	2%

Five compounds already listed, sorted by count of non-hydrogen atoms, low to high:
SMILES	NOD2 inhibition	Myeloid diff 2	Myeloid diff 2 GFP+ MAC1+ %	Hep lipid drop	Hep lipid drop cells 6.5 µM	HIV peptide binding	Dengue-2 NS5 capping	LYP inhibition	AID2073	XIAP displacement	Siah-1 displacement	others
O=c1c2ccccc2nc(-c2ccc(Cl)cc2Cl)n1O	11%	i	0.3	-1	711	1.0%	-1%	-2%	-6%	-5.1%	6%
CCC(=O)Nc1ccc2c(c1)ncn2-c1ccc(C)cc1	-49%	i	0.6	5	751	1.5%	-5%	-4%	5%	-3.4%	16%
COc1ccc(-n2nc(C(=O)O)nc2-c2ccccc2)cc1	6%	i	0.9	10	754	-1.5%	1%	-2%	6%	-4.4%	4%
Cc1cc(C)n(-c2nc3ccccc3nc2N2CCCCCC2)n1	-15%	i	0.7	1	714	-1.9%	-4%	-4%	3%	-4.2%	-4%
Cn1c(SCC(=O)N2CCCc3ccccc32)nnc1-c1ccco1	-5%	i	0.9	·	·	-2.4%	-3%	4%	-3%	0.8%	-1%

(next part)
SMILES	NOD2 inhibition	Myeloid diff 2	Myeloid diff 2 GFP+ MAC1+ %	Hep lipid drop	Hep lipid drop cells 6.5 µM	HIV peptide binding	Dengue-2 NS5 capping	LYP inhibition	AID2073	XIAP displacement	Siah-1 displacement	others
Cc1ccccc1C(=O)c1cccn1CC(=O)NCCCN1CCCCC1	8%	i	2.5	5	749	0.2%	-5%	-9%	18%	·	-1%
CCOC(=O)c1sc(NC(=O)c2cccc(S(=O)(=O)N3c4ccccc4CC3C)c2)cc1C (configuration not stated)	-60%	?	·	5	621	-1.8%	1%	-1%	27%	-2.6%	-3%
COc1ccc(/C(C)=N/NC(=O)c2ccc(NS(=O)(=O)c3cccs3)cc2)cc1	8%	i	0.9	26	602	0.8%	3%	-2%	5%	·	-3%
O=C(CN1C(=O)NC2(CCCc3ccccc32)C1=O)NCc1ccco1 (configuration not stated)	2%	i	0.7	·	·	14%	-8%	-6%	3%	-8.4%	6%
COc1ccc(CCNC(=O)C2=CCN(S(=O)(=O)c3ccc(F)cc3)CC2)cc1OC	-3%	?	·	-10	735	-1.3%	6%	-6%	24%	·	-2%
COc1ccc(N2CC(O)=C(c3nc(-c4ccc(Br)cc4)cs3)C2=N)cc1	2%	i	0.6	-13	672	-1.4%	-2%	-1%	26%	-4.9%	7%
CCCCc1c(C)[nH]c2nc3ccccc3n2c1=O	-11%	i	0.6	2	799	0.3%	4%	-6%	14%	·	4%
CSc1ccccc1NC(=O)CN(C)C(=O)c1ccc2c(c1)OCCO2	2%	i	0.7	-1	840	-0.1%	-7%	1%	11%	·	1%
CC(O)[C@H]1CNC(=S)N1CCc1cccc(F)c1 (some centres not stated)	-3%	i	2.3	-16	671	-0.7%	-6%	-9%	0%	·	3%
Cc1ccc(S(=O)(=O)/N=c2\ccc(Cl)cn2C(F)F)cc1	3%	i	0.3	-8	703	-1.5%	-5%	-6%	-12%	-15%	-4%
Cc1oc(-c2ccccc2F)nc1CS(=O)(=O)CC(=O)NCCCN1CCc2ccccc2C1	10%	i	1.9	3	663	2.3%	-1%	-14%	21%	-2.3%	-5%
COc1cc(CNc2ccc3[nH]c(=O)[nH]c3c2)ccc1OCc1ccc(F)cc1Cl	·	i	1.0	12	840	1.6%	1%	-5%	-18%	·	2%
CN(c1ccccc1)c1nc(N)c([N+](=O)[O-])c(Nc2cccc(F)c2)n1	-8%	i	0.6	12	839	-1.6%	1%	1%	4%	·	2%
COc1cc2c(cc1OC)C(C)N(C(=S)Nc1ccccc1)CC2 (configuration not stated)	10%	i	0.6	9	665	-0.6%	0%	-5%	-14%	0.4%	5%
Cc1cccn2c(=O)c3cc(C(=O)N4CCOCC4)n(C)c3nc12	-10%	i	1.7	5	809	1.0%	-1%	-9%	21%	·	6%
COCCNC(=S)N1CCC(C(=O)c2ccc3c(c2)OCCO3)CC1	12%	i	0.7	-161	745	2.5%	-5%	-10%	-4%	1.1%	-6%
CN1C(=O)c2ccc(C(=O)Nc3nccs3)cc2C1=O	12%	i	0.6	3	710	1.7%	-4%	-4%	13%	0.1%	4%
CC(C)NC(=O)NNC(=O)c1cc(COc2cc(Cl)cc(Cl)c2)on1	8%	i	0.1	17	721	0.4%	-2%	-4%	-4%	·	12%
Cc1c(C(N)=O)sc2ncn(CC(=O)NCCc3ccccc3)c(=O)c12	-3%	i	0.5	2	716	2.3%	0%	-4%	6%	-4.6%	-4%
O=C(NC1CCSc2ccccc21)c1ccc(Cl)c(S(=O)(=O)N2CCOCC2)c1 (configuration not stated)	8%	i	1.2	-9	714	-1.1%	-1%	-5%	7%	·	1%

Molecules listed so far that contain a COOH group, in the order listed:
SMILES	NOD2 inhibition	Myeloid diff 2	Myeloid diff 2 GFP+ MAC1+ %	Hep lipid drop	Hep lipid drop cells 6.5 µM	HIV peptide binding	Dengue-2 NS5 capping	LYP inhibition	AID2073	XIAP displacement	Siah-1 displacement	others
Cc1c(NC(=O)C2CCCN2S(=O)(=O)c2cccc3nsnc23)cccc1C(=O)O (configuration not stated)	10%	+	7.3*	·	·	8.8%	-4%	-7%	12%	-1.7%	3%
COc1ccc(-n2nc(C(=O)O)nc2-c2ccccc2)cc1	6%	i	0.9	10	754	-1.5%	1%	-2%	6%	-4.4%	4%

The list goes on:
SMILES	NOD2 inhibition	Myeloid diff 2	Myeloid diff 2 GFP+ MAC1+ %	Hep lipid drop	Hep lipid drop cells 6.5 µM	HIV peptide binding	Dengue-2 NS5 capping	LYP inhibition	AID2073	XIAP displacement	Siah-1 displacement	others
Cc1ccc(C(=O)c2cn[nH]c2-c2ccccc2O)cc1	-9%	i	0.7	·	·	0.3%	-4%	-7%	3%	-2.2%	1%
Cc1ccc(NC(=O)c2cccc(NC3=NC4CS(=O)(=O)CC4S3)c2)cc1 (configuration not stated)	8%	i	3.8	-10	831	-1.9%	-3%	-6%	8%	·	0%
O=C(COC(=O)c1cc(-c2cccs2)nn1-c1ccccc1)Nc1cccc([N+](=O)[O-])c1	0%	i	0.5	6	593	-2.7%	-1%	4%	6%	-7.7%	-3%
O=C1C(c2ccnc3ccccc23)=C(O)c2ccccc21	-7%	?	·	26	763	-0.2%	6%	-7%	-17%	-5.5%	8%
C[C@@H](C(=O)Nc1ccc2ccccc2c1)[C@@H]1C[C@@]1(C)[C@@H](NC(=O)c1cccnc1)c1ccccc1	·	i	1.5	-2	760	-0.4%	8%	-4%	4%	-9.6%	-9%
COc1ccc(OC)c2sc(NC(=O)c3ccc(Br)s3)nc12	32%	i	1.6	17	659	-9.1%	1%	-2%	35%	-7.2%	4%
COc1ccc(C(=O)Nc2ccc(C3CC3(Cl)Cl)cc2)cc1 (configuration not stated)	-60%	i	0.1	-4	705	-0.2%	-5%	-8%	21%	-6.9%	2%
O=c1cc(-c2cccc3ccccc23)[nH][nH]1	12%	i	0.4	15	749	4.9%	2%	1%	12%	-0.6%	5%
COc1ccc(C2C(C(N)=O)=C(C)Nc3nc(CCCO)nn32)cc1OC (configuration not stated)	11%	i	0.0	4	866	-0.7%	-3%	-9%	24%	·	-4%
COc1ccccc1OCC(=O)Nc1cc(Cl)ccc1Oc1ccccc1	-6%	i	0.5	6	626	1.7%	-4%	-3%	12%	-4.1%	-5%
COc1ccc(OC)c(/C=C/C(=O)c2ccc3c(c2)OCCO3)c1	-20%	i	0.3	0	805	-1.3%	-13%	-1%	14%	·	5%

Not all compounds are listed. The share of hits here may be higher or lower than overall.
